HT1080 viability: HT1080 cell viability loss – fluorescence readout (AID 620); one-dose cytotoxicity, % at 10 µM; EC50 in µM for titrated hits; HT1080 viability, fluorescence; higher % means a stronger effect; 87,000 tested, 0.42% active;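 further: cells exposed to compound overnight then 4 h with Alamar Blue; 0% = vehicle DMSO and 100% = killing control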
LYP phosphatase: inhibition of human PTPN22 tyrosine phosphatase – biochemical, DiFMUP fluorescence, recombinant catalytic domain, 10 µM, primary screen (AID 606) | recombinant LYP catalytic domain, DiFMUP fluorescence; higher % means a stronger effect | inhibition, % at 10 µM, or IC50 in µM where a hit was titrated | 52,000 tested, under 10 active;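 active means IC50 under 40 µM in the dose-response test; inactive means IC50 of 40 µM or more, or never dose-tested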
KRASV12 cytotoxicity: viability loss of HPDE-C7K cells – cell-based, fluorescence, HTS, primary screen (AID 431); HPDE-C7K KRASV12 cells, Alamar Blue viability, 48 h; higher % means a stronger effect; cytotoxicity, % at 10 µM, or EC50 in µM where a hit was titrated; 63,000 tested, 1.7% active;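 active means compounds whose percent cytotoxicity in the single-dose primary screen, scaled between solvent and toxic-drug controls, exceeds 50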;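 further: 0% = DMSO solvent wells and 100% = doxorubicin-treated wells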
Spn DPM-DC inh: inhibitors of Streptococcus pneumoniae diphosphomevalonate decarboxylase | purified DPM-DC, PK/LDH coupled NADH fluorescence | calls only at 10 µM | AID 556 | 65,000 tested, 0.49% active;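 active means the 320 compounds with the highest percent inhibition in the single-dose primary screen, excluding strongly autofluorescent ones, cut at about 32% in these data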;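 further: kinetic rate of NADH fluorescence loss reporting ADP formed by the decarboxylase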
Bfl-1 inhibitors: Bfl-1 inhibitors, primary screen, biochemical, fluorescence polarization, FITC-Bid, mouse (AID 432); FITC-Bid BH3 peptide fluorescence polarization displacement; higher % means a stronger effect; 64,000 tested, 0.02% active; displacement, % at 20 µM; hits with a dose series show IC50 in µM; in the data active means a potency from the dose series; inactive means the rest, 99 in 100 with displacement below about 15%; further: strong numbers were not always called active
Alkaline phosphatase: inhibition of tissue-nonspecific alkaline phosphatase – biochemical, luminescent (AID 518); 64,000 tested, 0.09% active; purified TNAP enzyme, luminescent substrate readout; higher % means a stronger effect; inhibition, % at 20 µM; hits with a dose series show IC50 in µM; in the data active means a potency from the dose series; inactive means the rest, 99 in 100 with inhibition below about 22%;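 further: plate controls were vehicle for no effect and reference inhibitor for full effect; many of its hits are not listed in these tables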
PMK inhibit: blocks S. pneumoniae phosphomevalonate kinase | purified PMK, PK/LDH-coupled NADH absorbance 340 nm | inhibition, % at 10 µM | 65,000 tested, 0.49% active | AID 539;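 active means top-ranked compounds by inhibition in the single 10 µM screen, taking a fixed number of the strongest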;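 further: 0% = full reaction with DMSO carrier and 100% = background rate without enzyme reaction; no value below 0 was filed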
HPDE-C7 cytotoxicity: cytotoxicity in HPDE-C7 cells, cell-based, fluorescence, HTS (AID 430). HPDE-C7 pancreatic duct cells viability, fluorescence; higher % means a stronger effect. cytotoxicity, % at 10 µM, or EC50 in µM where a hit was titrated. 63,000 tested, 1.8% active;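 further: cells exposed to compound for 48 hours before viability readout; 0% = vehicle and 100% = reference cytotoxic drug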
Spn MK inh: S. pneumoniae mevalonate kinase inhibition; purified MK, PK/LDH-coupled NADH absorbance 340 nm; inhibition, % at 10 µM; 65,000 tested, 0.48% active; AID 555;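 active means ranked among the strongest by inhibition in the single 10 µM screen, a fixed top-ranked set picked for dose follow-up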; further: no value below 0 was filed
PMK inhibit pilot replicates: second read-out of PMK inhibit, no call of its own (marks repeat the call); inhibition, %; measured here: pilot screen replicates
Spn MK inh pilot replicates: recorded beside Spn MK inh, whose call it bears; inhibition, %; measured here: pilot screen replicates
Spn DPM-DC inh pilot screen %: recorded beside Spn DPM-DC inh, whose call it bears; inhibition, %; measured here: pilot screen trials
* = called active by the depositor; i = inactive; x = no result given. Unless noted, no stated cut-off is given here; in the data, active means cytotoxicity above about 50%; inactive means the rest.

SMILES	HT1080 viability	LYP phosphatase	KRASV12 cytotoxicity	Spn DPM-DC inh	Bfl-1 inhibitors	Alkaline phosphatase	PMK inhibit	HPDE-C7 cytotoxicity	Spn MK inh	others
CC1(C)Cc2c(C#N)c(NCC3CCCO3)nc(-c3ccco3)c2CO1 (stereo unspecified)	-8%	8%	-12%	x	-2%	0%	20	3%	0
O=C(CN1C(=O)c2ccccc2S1(=O)=O)NCc1ccccn1	-2%	x	7%	i	-3%	1%	12	0%	6	PMK inhibit pilot replicates=0.0;Spn MK inh pilot replicates=0.0;Spn DPM-DC inh pilot screen %=0.0
C(=N\n1cnnc1)/c1cccc(OCCOc2ccccc2)c1	6%	x	-3%	i	0%	9%	9	2%	5	PMK inhibit pilot replicates=0.0;Spn MK inh pilot replicates=0.0;Spn DPM-DC inh pilot screen %=0.0
CC(NS(=O)(=O)c1ccccc1)C(N)=O (stereo unspecified)	5%	8%	-3%	i	-13%	6%	10	-18%	13
Cc1cc(NC(=O)c2ccc3c(c2)OCO3)no1	10%	6%	0%	i	-1%	12%	5	-3%	4
CC12CC(NC(=O)N1c1cccc(C(=O)N3CCN(c4ccccc4F)CC3)c1)c1ccccc1O2 (stereo unspecified)	x	10%	-1%	i	6%	3%	15	-7%	0
CCCc1nnc(NC(=O)CCN2C(=O)c3ccccc3C2=O)s1	-2%	7%	-46%	i	-6%	11%	7	-34%	10
CCc1nc(N(CC)CC)c2oc3ccccc3c2n1	-22%	x	-4%	i	2%	14%	15	-11%	6
Cc1ccsc1C1C2=C(CC(C)(C)CC2=O)Nc2ncnn21 (stereo unspecified)	x	13%	-12%	i	0%	-2%	0	-18%	7
CCOC(=O)C1CCN(Cc2ccc(O)c3ncccc23)CC1	18%	12%	-4%	i	-5%	-3%	12	60%*	0
CN1C(=O)CC(N2CCN(CC(=O)N3CCCC3)CC2)C1=O (stereo unspecified)	0%	x	-2%	i	-3%	5%	5	17%	9
O=C(NCCc1csc(-c2cccnc2)n1)c1ccc(Br)o1	-1%	1%	2%	i	0%	3%	2	-8%	1
Cc1ccc(-c2ccc(C(=O)O)[nH]2)cc1	14%	1%	4%	i	-3%	11%	14	-6%	0
COCCN(CCOC)c1ncnc2c1cnn2-c1ccc(Cl)cc1	-2%	x	2%	i	-3%	8%	16	0%	5
COc1ccc(CCNC(=O)CC2Oc3ccc(Cl)cc3NC2=O)cc1OC (stereo unspecified)	-8%	-8%	3%	i	-4%	-5%	5	1%	3
CCN(C(=O)c1cn(C)c(=O)c2cc(OC)c(OC)cc12)c1cc(OC)ccc1OC	9%	8%	18%	i	-4%	12%	4	2%	2
CC(=O)C1=C(C)NC(C)=C(C(C)=O)C1c1cccs1	13%	5%	7%	i	2%	5%	1	12%	0	PMK inhibit pilot replicates=1.5;Spn MK inh pilot replicates=1.0;Spn DPM-DC inh pilot screen %=0.0
CCOc1ccc(CC(=O)Nc2c(C(N)=O)oc3ccc(Br)cc23)cc1OCC	1%	-1%	4%	i	-3%	7%	2	4%	0
CCOc1ccccc1C(=O)Nc1cc(OC)ccc1OC	-2%	15%	39%	i	-3%	5%	0	31%	5
COc1ccccc1-c1nnc2n1N=C(C)CS2	-5%	-10%	-14%	i	-7%	11%	14	-3%	13
CCS(=O)(=O)CCSc1nc(C)cc(C)n1	13%	x	-10%	i	-13%	-3%	9	-20%	6
COc1ccc(C(=O)CSc2nnc(-c3cc4ccccc4cc3O)n2Cc2ccco2)cc1	4%	9%	66%*	i	3%	2%	9	56%*	5
Cc1nn(-c2ccccc2)c2sc(C(=O)NC3CCCCC3)cc12	20%	x	-6%	i	-2%	7%	2	-14%	6
C=CCn1c(SCC(=O)c2ccc(OC)cc2)nnc1C(C)NC(=O)c1cccs1 (stereo unspecified)	-6%	2%	8%	i	-9%	14%	4	2%	5	PMK inhibit pilot replicates=7.0;Spn MK inh pilot replicates=0.0;Spn DPM-DC inh pilot screen %=6.5
Cc1ccc(NC(=O)CC(NCCN2CCOCC2)C(=O)O)cc1Cl (stereo unspecified)	2%	8%	-2%	i	-4%	6%	9	-10%	0

As a short view, two of the compounds above.
SMILES	HT1080 viability	LYP phosphatase	KRASV12 cytotoxicity	Spn DPM-DC inh	Bfl-1 inhibitors	Alkaline phosphatase	PMK inhibit	HPDE-C7 cytotoxicity	Spn MK inh	others
C=CCn1c(SCC(=O)c2ccc(OC)cc2)nnc1C(C)NC(=O)c1cccs1 (stereo unspecified)	-6%	2%	8%	i	-9%	14%	4	2%	5	PMK inhibit pilot replicates=7.0;Spn MK inh pilot replicates=0.0;Spn DPM-DC inh pilot screen %=6.5
Cc1ccc(NC(=O)CC(NCCN2CCOCC2)C(=O)O)cc1Cl (stereo unspecified)	2%	8%	-2%	i	-4%	6%	9	-10%	0

Molecules shown so far that contain a furan ring, fused or not:
SMILES	HT1080 viability	LYP phosphatase	KRASV12 cytotoxicity	Spn DPM-DC inh	Bfl-1 inhibitors	Alkaline phosphatase	PMK inhibit	HPDE-C7 cytotoxicity	Spn MK inh	others
CC1(C)Cc2c(C#N)c(NCC3CCCO3)nc(-c3ccco3)c2CO1 (stereo unspecified)	-8%	8%	-12%	x	-2%	0%	20	3%	0
CCc1nc(N(CC)CC)c2oc3ccccc3c2n1	-22%	x	-4%	i	2%	14%	15	-11%	6
O=C(NCCc1csc(-c2cccnc2)n1)c1ccc(Br)o1	-1%	1%	2%	i	0%	3%	2	-8%	1
CCOc1ccc(CC(=O)Nc2c(C(N)=O)oc3ccc(Br)cc23)cc1OCC	1%	-1%	4%	i	-3%	7%	2	4%	0
COc1ccc(C(=O)CSc2nnc(-c3cc4ccccc4cc3O)n2Cc2ccco2)cc1	4%	9%	66%*	i	3%	2%	9	56%*	5

Next part.
SMILES	HT1080 viability	LYP phosphatase	KRASV12 cytotoxicity	Spn DPM-DC inh	Bfl-1 inhibitors	Alkaline phosphatase	PMK inhibit	HPDE-C7 cytotoxicity	Spn MK inh	others
COc1cccc(NC(=O)CN2C(=O)COc3ccc(Cl)cc32)c1	10%	x	-1%	i	-4%	11%	17	-4%	6
CCOc1ccccc1C(=O)N(CN1CCCC1=O)c1cccc(Cl)c1	-3%	10%	-10%	i	0%	-1%	1	1%	7
COc1ccc(OC)c(C2CC(=O)Nc3cc(OC)c(OC)c(OC)c32)c1 (stereo unspecified)	x	2%	-2%	i	4%	6%	19	-6%	0
CC(Sc1nnc(COc2ccc3ccccc3c2)n1C)C(=O)O (stereo unspecified)	-2%	15%	-2%	i	3%	9%	17	-17%	0
CCOc1ccc(NS(=O)(=O)N(C)C)cc1	3%	5%	-5%	i	1%	16%	5	-5%	3
COc1ccc(NC(=O)Cn2nnc(C(=O)NCc3cccc(OC)c3)c2N)cc1	6%	9%	-5%	i	3%	14%	8	-15%	0
COCCNC(=O)CCc1nc(-c2ccccc2)no1	1%	6%	-15%	i	1%	12%	0	-22%	3	PMK inhibit pilot replicates=0.0;Spn MK inh pilot replicates=0.0;Spn DPM-DC inh pilot screen %=0.5
Cc1c(C(=O)Nc2ccncc2)sc2nc(-c3ccc(F)cc3)cn12	3%	10%	5%	i	6%	3%	8	13%	0
CCCn1c(=O)c(C(=O)Nc2nnc(C)s2)c(O)c2ccccc21	15%	6%	62%*	i	4%	9%	10	75%*	10
O=C1CCCN1c1ccc(S(=O)(=O)Nc2ccc3c(c2)OCCO3)cc1	43%	x	x	i	x	x	5	x	9
N=c1c2c(n(Cc3ccccc3)c3c1CCC3)CCC2	3%	15%	9%	i	3%	11%	3	18%	8
CCOC(=O)c1c(CN(C)C)oc2cc(CN(C)C)c(O)c(CSc3ccccc3)c12	28%	4%	x	i	1%	10%	13	x	7
CCN(CC)CCCNC(=O)CC1Sc2ccccc2NC1=O (stereo unspecified)	7%	x	-2%	i	8%	6%	18	-5%	3
COc1ccc(Br)cc1CNCCSc1nnnn1C	1%	x	-13%	i	3%	2%	14	-18%	14
NC(=O)c1oc2ccccc2c1NC(=O)CCc1ccccc1	-6%	12%	0%	i	-6%	5%	3	2%	3
CC(C)C1C(C#N)=C(N)SC(N)=C1C#N	1%	1%	13%	i	0%	4%	0	8%	7
Cc1ccc(-c2nnc(SCC(=O)N3c4ccccc4NC(=O)C3(C)C)n2N)cc1	0%	5%	-11%	i	-12%	11%	1	-14%	5	PMK inhibit pilot replicates=0.5;Spn MK inh pilot replicates=0.0;Spn DPM-DC inh pilot screen %=2.0
CCOc1ccc(C2CC(=O)c3c([nH]c(C(=O)OC)c3C)C2)cc1OC (stereo unspecified)	x	-5%	6%	i	-8%	0%	15	3%	5
Cc1cc(SCC(=O)NC(=O)NCc2ccco2)nc2ccccc12	1%	-5%	-2%	i	5%	-4%	9	-5%	7
Oc1c(CN2CCCCC2)cc(Br)c2cccnc12	26%	-4%	10µM*	i	-7%	46%	7	7.7µM*	0
Cc1cc(C(F)F)n2ncc(C(=O)NC3CCCCCC3)c2n1	0%	-5%	2%	i	0%	8%	0	-3%	6	PMK inhibit pilot replicates=2.0;Spn MK inh pilot replicates=0.0;Spn DPM-DC inh pilot screen %=0.0
CC1CN(S(=O)(=O)c2cccc(C(=O)NCc3ccc4c(c3)OCO4)c2)CC(C)O1 (stereo unspecified)	-4%	x	9%	i	6%	8%	14	8%	4
O=S1(=O)N=C(N2CCN(Cc3ccccc3)CC2)c2ccccc21	22%	x	2%	i	-1%	9%	0	6%	8
COc1ccc(Nc2nc(N)nc(CN3CCC(Cc4ccccc4)CC3)n2)cc1	3%	-10%	-14%	i	-2%	-3%	12	-12%	3
CCc1nn(C(C)C(=O)NCCN2CCN(c3cccc(C)c3C)CC2)c(=O)c2cc3occc3n12 (stereo unspecified)	2%	13%	x	i	-7%	10%	20	x	0
COc1cc2cc(CN(CCCO)S(=O)(=O)c3ccccc3)c(=O)[nH]c2cc1OC	1%	-4%	-4%	x	3%	4%	0	-2%	5
O=C(Nc1ccncc1)C1COc2ccccc2O1 (stereo unspecified)	-6%	16%	2%	i	-4%	7%	2	1%	14

5 entries out of the list, arranged by number of heavy atoms, ascending.
SMILES	HT1080 viability	LYP phosphatase	KRASV12 cytotoxicity	Spn DPM-DC inh	Bfl-1 inhibitors	Alkaline phosphatase	PMK inhibit	HPDE-C7 cytotoxicity	Spn MK inh	others
NC(=O)c1oc2ccccc2c1NC(=O)CCc1ccccc1	-6%	12%	0%	i	-6%	5%	3	2%	3
CCCn1c(=O)c(C(=O)Nc2nnc(C)s2)c(O)c2ccccc21	15%	6%	62%*	i	4%	9%	10	75%*	10
Cc1cc(SCC(=O)NC(=O)NCc2ccco2)nc2ccccc12	1%	-5%	-2%	i	5%	-4%	9	-5%	7
CCOc1ccccc1C(=O)N(CN1CCCC1=O)c1cccc(Cl)c1	-3%	10%	-10%	i	0%	-1%	1	1%	7
Cc1ccc(-c2nnc(SCC(=O)N3c4ccccc4NC(=O)C3(C)C)n2N)cc1	0%	5%	-11%	i	-12%	11%	1	-14%	5	PMK inhibit pilot replicates=0.5;Spn MK inh pilot replicates=0.0;Spn DPM-DC inh pilot screen %=2.0

Screens from PubChem.
